# From PubChem
# GPT2 inh – GPT2 alanine aminotransferase inhibition; Q8TD30; Recombinant GPT2, coupled pyruvate oxidase/HRP Amplex Red fluorescence; Potency, µM (top dose mostly 57.7 µM), for the others: at the highest dose activity change, negative = inhibition, usual class: inhibitors; actives 0.25% (n = 100,000); further: potency means the concentration at half of the fitted maximal effect; nearly all actives have a fitted effect of over 60% in size; many of its hits are not listed in these tables
#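 Fluorescence of coupled pyruvate oxidase/HRP/Amplex Red system (50uM Amplex, 30 min, dark) reports pyruvate formed by GPT2. Enzyme reaction: 10ng/uL GPT2, 2mM L-alanine, 250uM a-KG, 30 min room temperature, pH 7.5; 50uM AOA control.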
# FLuc inh – inhibitors of firefly (Photinus pyralis) luciferase | P08659 | purified P. pyralis luciferase, luminescence, biochemical | Potency, µM (series often up to 115 µM), inactives show at the top dose activity change, negative = inhibition, hits mostly inhibitors | actives 2.5% (n = 76,000); further: potency means the concentration at half of the fitted maximal effect; nearly all actives have a fitted effect of over 65% in size
# Target sequence (P08659 whole entry, looked up): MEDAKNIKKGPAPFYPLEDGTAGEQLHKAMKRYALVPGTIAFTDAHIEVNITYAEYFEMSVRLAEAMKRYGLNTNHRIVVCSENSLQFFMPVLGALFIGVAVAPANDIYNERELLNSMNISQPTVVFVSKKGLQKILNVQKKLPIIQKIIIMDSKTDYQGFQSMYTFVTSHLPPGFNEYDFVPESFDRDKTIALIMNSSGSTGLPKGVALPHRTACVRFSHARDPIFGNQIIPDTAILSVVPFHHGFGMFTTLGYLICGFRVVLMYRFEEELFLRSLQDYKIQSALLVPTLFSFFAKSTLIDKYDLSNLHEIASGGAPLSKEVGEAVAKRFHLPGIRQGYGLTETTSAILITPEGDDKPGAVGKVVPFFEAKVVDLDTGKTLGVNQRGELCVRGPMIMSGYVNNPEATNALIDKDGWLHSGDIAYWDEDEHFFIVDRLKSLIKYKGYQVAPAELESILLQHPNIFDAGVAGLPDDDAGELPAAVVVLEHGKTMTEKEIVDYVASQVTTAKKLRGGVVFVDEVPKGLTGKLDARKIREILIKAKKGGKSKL
#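 Luminescence read by CCD imager after adding enzyme (10nM final) to wells holding compound, titrated in qHTS. Substrates 10uM each D-luciferin and ATP; buffer 50mM Tris acetate pH 7.5, 10mM Mg acetate, Tween-20, BSA.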
# SNCA expr inh – reduces expression of the alpha-synuclein gene; HEK-293 SNCA-luciferase knock-in, luminescence, 24 h; Potency, µM (highest dose often 57.2 µM), inactives show at the highest dose activity change, negative = inhibition, actives largely listed as inhibitors; actives 0.17% (n = 140,000); AID 1671194;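 further: potency means the concentration at half of the fitted maximal effect; plate controls were DMSO cells for no effect and cell-free wells for full effect; nearly all actives have a fitted effect of over 45% in size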
# HEK cytotox – cytotoxic compounds in HEK 293 cells; HEK 293 viability, ATP luminescence (CellTiter-Glo), 48-72 h; Potency, µM (doses to about 115 µM), for the others: at the top dose activity change, negative = cytotoxicity, actives largely listed as inhibitors; actives 6.6% (n = 94,000); AID 1345083; further: potency means the concentration at half of the fitted maximal effect; nearly all actives have a fitted effect of over 60% in size
#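 250 HEK 293 cells/well; compound by pintool; incubated 48 or 72 hr at 37 degree Celsius; CellTiter-Glo added, 10 min RT, luminescence imaged.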
# IP6K1 inhibitor – IP6K1 kinase inhibition. Q92551. IP6K1 kinase, ADP-Glo luminescence, 2 h; stronger effect = lower value. activity change, % (series mostly up to about 58 µM). actives 0.81% (n = 140,000). AID 1645851; in the data active means activity change below about -25%
# Target sequence (Q92551 whole entry, looked up): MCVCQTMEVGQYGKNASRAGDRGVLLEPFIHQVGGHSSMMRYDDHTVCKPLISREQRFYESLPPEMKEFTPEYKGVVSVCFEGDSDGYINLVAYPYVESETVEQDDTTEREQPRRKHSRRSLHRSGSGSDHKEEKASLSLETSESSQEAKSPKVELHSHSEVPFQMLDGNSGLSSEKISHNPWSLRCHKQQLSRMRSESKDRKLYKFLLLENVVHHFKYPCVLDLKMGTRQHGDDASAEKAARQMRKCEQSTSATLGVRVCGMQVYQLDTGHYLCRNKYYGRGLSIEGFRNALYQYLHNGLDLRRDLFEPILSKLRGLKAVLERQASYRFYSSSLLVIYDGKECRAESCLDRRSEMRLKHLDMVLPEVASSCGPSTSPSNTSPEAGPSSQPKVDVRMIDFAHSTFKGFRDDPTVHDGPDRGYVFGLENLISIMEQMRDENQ
#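 ADP-Glo luminescence measures ADP made by human IP6K1 during a 2 h RT reaction with ATP/IP6 (mix at 1.3 mM/130 uM); top library doses 57.5 and 19.1 uM final.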
# SNCA viab count – cell viability loss counter-screen | HEK-293-SNCA-luc viability, GF-AFC fluorescence, 24 h | Potency, µM (top dose mostly 57.1 µM), without a hit: at the top dose activity change, negative = cytotoxicity, actives largely listed as cytotoxic | actives 0.12% (n = 150,000);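 further: potency means the concentration at half of the fitted maximal effect; 0% = DMSO-treated cells and -100% = medium-only wells without cells; nearly all actives have a fitted effect of over 30% in size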
#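 Cytotoxicity counterscreen: after 24 h compound treatment of genome-edited SNCA-luciferase HEK-293 cells, live-cell protease substrate GF-AFC read by fluorescence after 30 min; activity scaled between DMSO (0%) and medium-only (-100%), curves Hill-fitted.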
# 3T3 cytotox – cytotoxic compounds in NIH 3T3 cells; NIH 3T3 viability, CellTiter-Glo ATP luminescence, 48-72 h; Potency, µM (doses to about 96.7 µM), for inactives: top-dose activity change, negative = cytotoxicity, usual class: inhibitors; actives 4.3% (n = 94,000); AID 1345082; further: potency means the concentration at half of the fitted maximal effect; nearly all actives have a fitted effect of over 55% in size
#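 ATP-dependent luminescence (CellTiter-Glo) served as the viability signal for NIH 3T3 cells treated with compound for 48 or 72 hr at 37 °C.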
# An asterisk follows results filed as active; i = inactive; ? = inconclusive; . = no result given; & = joins results of further samples; [ ] = another dose, or the depositor's remark. Unless noted, the call rests on the fitted dose curve; in most records, active means well fitted curve in the direction sought with a large enough effect; inconclusive means small, poorly fitted or top-dose-only effect, or another doubt; inactive means no such curve, though single readings can be large; an effect the other way counts as inactive or inconclusive. Unless noted, on the % scale 0 is the no-effect control and ±100 the full control effect.
# Every second line gives: SNCA expr inh, SNCA viab count, GPT2 inh, FLuc inh, IP6K1 inhibitor, 3T3 cytotox, HEK cytotox
- CNC(=O)[C@@H]1CN(C(=O)Cc2ccccc2Cl)C[C@H]1CO
→ -7%, -7%, i, 1%, 3, -1%, -3%
- COc1cc(NC(=O)CSc2nccn2C)cc(OC)c1OC
→ -8%, -10%, ., ., -4, ., .
- COc1cccc(-c2ccc(CN3CCCC(NC(=O)c4ccccc4F)C3)cc2)c1 (centres undefined)
→ ?, -9%, i, ., -3, ?, 40µM*
- CCCc1cc(N2CCN(c3ccccc3)CC2)n2cnnc2n1
→ -8%, -3%, ., ., 20, ., .
- CC(C(=O)Nc1ccccc1C(F)(F)F)n1nc(-c2ccccc2)c2c(c1=O)CCCC2 (centres undefined)
→ -4%, -13%, ., ., -3, ., .
- Cc1cc(Cl)c2oc(C(=O)N(Cc3c(C)nn(C)c3C)C3CC3)c(C)c2c1
→ 79%[activator], ?, i, 28µM*, 6, ?, ?
- COC(=O)c1ccc(C(=O)OC)c(NC(=O)c2c(-c3ccccc3)noc2C)c1
→ -13%, 2%, ., ., -1, ., .
- COCC1CN(C2CCC2)CC12CCN(C(=O)c1ccccc1Cl)CC2 (centres undefined)
→ 3%, 2%, -11%, -8%, 6, ?, 79µM*
- COc1cccc(N2CCN(C(=O)[C@H]3CCC[C@H]3NC(=O)c3cnc(C)cn3)CC2)c1
→ 18%, 4%, i, -2%, 13, -9%, -27%
- Cc1ccc(CNS(=O)(=O)c2cc3c(cc2C)NC(=O)CO3)cc1
→ ?, 2%, ., ., 2, ., .
- CN(C)c1ccc(C(=O)Nc2cccc(-c3nc4cccnc4s3)c2)cc1
→ 70%[activator], -2%, ., ., 17, ., .
- CCOc1ccc(N(CC)C(=O)CSc2n[nH]c(-c3ccccc3)n2)cc1
→ 30%, 0%, ., ., -12, ., .
- CNC(=O)[C@@H]1[C@@H](O)C(=O)N(C)C12CCN(C(=O)Cc1cccs1)CC2
→ ., ., ., ., -5, ?, -3%
- COc1ccc2[nH]c(C[C@@H]3C[C@@H](C(C)C)[C@H](CNCc4ccccc4O)C=C3C)nc2n1
→ ?, ?, -3%[88.5 µM], 1%[172 µM], -10, 35µM*, 45µM*
- CCOC(=O)c1ccc(NC(=O)CSc2cc(=O)n(CC)c3ccccc23)cc1
→ 17%, -8%, ., ., -17, ., .
- O=C(CCn1c(=O)c2cccn2c2cccnc21)NCc1cccc(Br)c1
→ ?, -12%, ., ., 13, ., .
- O=C(NC1CC1)C1CCCN1c1nc2ncccc2o1 (centres undefined)
→ 0%[87.6 µM], 0%[87.6 µM], 0%[88.5 µM], -5%[172 µM], -9, -8%[138 µM], i
- Cc1nc2ccc(CN(C)c3ccc(C(=O)NC(CCC(=O)O)C(=O)O)s3)cc2c(=O)[nH]1 (centres undefined)
→ ., -3%, 1%, ., -11, ., .
- COc1ccc(CCN2CC(C(=O)NCCc3ccc(C)cc3)CC2=O)cc1OC (centres undefined)
→ 13%, -1%, ., ., 3, ., .
- COc1ccc(-c2ccc(C(=O)N3CCN([S+](=O)([O-])c4cccs4)CC3)cc2)nn1
→ ., ., ., ., -7, -25%, ?
- COc1ccc(N2CCN(C(=O)c3ccc(C)c(NC(=O)c4nsc5ccccc45)c3)CC2)cc1
→ 75%[activator], -2%, ., ., -5, ., .
- COCc1nc(-c2ccc(OC3CN(C(=O)c4cc(C)n(C)n4)C3)cc2)no1
→ -7%, -12%, i, -4%, -9, -24%, ?
- O=C(Cc1cccc(F)c1)NCCC1CCN(C(=O)Nc2ccccc2F)CC1
→ 9%, 3%, i, 5%, -10, -14%, -11%
- COc1ccc(C(=O)N2CC(=O)N(Cc3c(OC)cccc3OC)CC(O)C2)cc1 (centres undefined)
→ ., ., ., ., -3, ?, -23%
- O=C1NCCCCCCN(Cc2ccc3c(c2)CCO3)[C@H]2CCC[C@@H]12
→ -25%, -9%, i, -6%, 15, ?, ?
- O=C1CCCCC(CNC(=O)c2nccc3ccccc23)N1 (centres undefined)
→ -15%, -4%, 2%, 0%, -19, -15%, -5%
- O=C(N1CCCC(c2nnnn2-c2ccccc2)C1)C1(c2ccccc2)CC1 (centres undefined)
→ -18%, 17%, i, ., -5, ?, -25%
- Cc1ccc2c(=O)cc(C(=O)N(Cc3ccc(N(C)C)cc3)C3CCS(=O)(=O)C3)oc2c1 (centres undefined)
→ 24%, -7%, ., ., 6, ., .
- CCOc1ccccc1NC1(c2ccccc2)C(=O)c2ccccc2C1=O
→ 19%, 12%, ., ., 16, ., .
- Cc1cccn2cc(-c3cccc(NS(=O)(=O)c4ccc(Cl)c(Cl)c4)c3)nc12
→ 10%, 6%, ., ., 7, ., .
- O=C1N(Cc2ccc(F)cc2)CCCC12CCN(CC1CCCC1)C2 (centres undefined)
→ ?, -18%, i, 4%, 14, ?, ?
- C[S+](=O)([O-])N1Cc2ccccc2CC2(CCCN(CCc3ccccc3)C2)C1 (centres undefined)
→ ?, 12%, -6%, ., 4, 3%, -7%
- O=C1CCC2(CNC(=O)c3cnccn3)CCCC=C2N1 (centres undefined)
→ ?, -15%, -23%, 7%, -13, -7%, -2%
- CC(C)CC(NC(=O)C1CCCCC1)C(=O)Nc1cccc(C(F)(F)F)c1 (centres undefined)
→ 2%, -4%, ., ., -5, ., .
- CO[C@H]1O[C@@H]2O[C@]3(C)CC[C@H]4[C@H](C)CC[C@@H]([C@H]1C)[C@@]24OO3
→ ., 7%, i, ., 4, ., .
- CCOc1ccc(CCNC(=O)CCc2c(C)nc3c(c(C)nn3-c3ccccc3)c2C)cc1OCC
→ -7%, -1%, ., ., 27, ., .
- COC[C@H]1CCCN1[C@@H]1[C@H](O)[C@H](CO)O[C@@H]1CN(Cc1cccc(Cl)c1)Cc1cccc(Cl)c1
→ ?, -8%, -10%, -2%, 3, ?, ?
- COc1ccc(-c2nnc(SCC(=O)N3CCc4ccccc43)o2)cc1OC
→ 9%, -3%, ., ., -12, ., .
- Cc1noc(C)c1S(=O)(=O)N1CCc2n[nH]c(=O)n2CC1
→ -8%, 1%, i, 13%, -4, i, 0%
- O=C(NC1CCCN(c2cc(-c3ccc(F)cc3)[nH]n2)C1)c1cccc(Br)c1 (centres undefined)
→ ?, -29%, -18%, -8%, 0, ?, 32µM*
- COc1ccc(C(=O)NC2CCCN(CCc3ccccc3)C2)c(OC)n1 (centres undefined)
→ -11%, -6%, -1%, 1%, 1, -26%, -24%
- CCc1ccc(CN2CC3ON=C(C(=O)O)C3C2)cc1 (centres undefined)
→ -17%[87.6 µM], 6%[87.6 µM], ?, ., -2, i, 0%[172 µM]
- O=C(O)CCC(=O)NC[C@H]1Cn2c(-c3ccc(Cl)cc3)cnc2CO1
→ -3%[87.6 µM], 1%[87.6 µM], 1%[88.5 µM], -26%[172 µM], 9, -2%[138 µM], i
- COc1cccc(C(C(=O)NCc2ccccc2)N(C(=O)Cn2nnc3ccccc32)c2cccc(C(C)=O)c2)c1 (centres undefined)
→ 8%, 4%, ., ., 2, ., .
- O=C(NC1CCCCCC1)c1ccc2oc(-c3ccncc3)nc2c1
→ 12%, 1%, -16%, ., 4, -24%, 35µM*
- Cc1noc(C)c1-c1cc2cc(CN(C)C)oc2c(NCc2cccc(F)c2)n1
→ 35%[activator][87.6 µM], -6%[87.6 µM], i, -16%[172 µM], -5, ?, ?
- COc1cccc(-c2cc(C(F)(F)F)n3nc(C)c(-c4ccccc4)c3n2)c1
→ 16%, 10%, ., ., 9, ., .
- O=C1COCCN1C1CCN(Cc2ccc(F)cc2)CC1
→ 5%[87.6 µM], 3%[87.6 µM], i, ., -9&-12, i, i
- COc1ccc(Nc2cc(C(=O)NCc3ccccc3)c3ccccc3n2)cc1
→ -5%, -1%, ., ., -44*, ., .
- CC(C)CN1C(=O)C(C)(C)[S+](=O)([O-])[C@H]2CN(Cc3cccc(C(=O)O)c3)C[C@@H]21
→ -2%[87.6 µM], 1%[87.6 µM], -13%[88.5 µM], -4%[172 µM], 32, ?, 5%[172 µM]

# Rewritten with bars between the fields: part of the list above
Compound | SNCA expr inh | SNCA viab count | GPT2 inh | FLuc inh | IP6K1 inhibitor | 3T3 cytotox | HEK cytotox
Cc1noc(C)c1-c1cc2cc(CN(C)C)oc2c(NCc2cccc(F)c2)n1 | 35%[activator][87.6 µM] | -6%[87.6 µM] | i | -16%[172 µM] | -5 | ? | ?
O=C1COCCN1C1CCN(Cc2ccc(F)cc2)CC1 | 5%[87.6 µM] | 3%[87.6 µM] | i | . | -9&-12 | i | i

# Next section.
# Every second line gives: SNCA expr inh, SNCA viab count, GPT2 inh, FLuc inh, IP6K1 inhibitor, 3T3 cytotox, HEK cytotox
- Cc1c(Cl)cccc1NC(=O)c1cnc2sc(N3CCCC3)nn2c1=O
→ 18%, 0%, ., ., 12, ., .
- CC(=O)c1ccc(NC(=O)NC[C@@H]2C=C(C)[C@H](CC(=O)N(C)Cc3cccnc3)C[C@H]2C(C)C)cc1
→ 0%, -30%, 0%, -8%, -5, ?, ?
- Cc1ncc2n1C(=O)N(C1CCN(Cc3ccnn3C)CC1)C2
→ 4%&-20%[87.6 µM], -7%&1%[87.6 µM], i, -1%&10%[172 µM], 1&11, 2%&-20%[138 µM], -1%&-15%[172 µM]
- COc1ccc(C2=NS(=O)(=O)N(C)C(C(=O)NC(C)c3ccccc3)=C2)cc1OC (centres undefined)
→ -4%, -17%, ., ., -6, ., .
- O=C(NCc1ccccc1)c1ccc2c(c1)N(Cc1ccc(F)cc1)CCS2
→ ?, ?, ., ., -6, ., .
- Cc1cnc(C2CN(C(=O)C(C)c3ccccc3)C2)n1Cc1ccccc1 (centres undefined)
→ 1%, 1%, i, ., 14, -25%, -27%
- COc1cccc(CC(=O)NCc2ccc3c(c2)CCN3C(C)=O)c1
→ 117%[activator], 7%, ., ., 10, ., .
- CC1=NOC2(CCN(CC3CC3)CC2)C1
→ -21%[87.6 µM], 4%[87.6 µM], -3%[88.5 µM], ., -16, 0%[174 µM], i
- CC(=O)N1Cc2ccccc2CC2(CCCN(Cc3ccccn3)C2)C1 (centres undefined)
→ 10%, 6%, -4%, ., -7, -4%, -13%
- COc1ccccc1Cn1ccn(Cc2ccc(C)cc2)c(=O)c1=O
→ 31%[activator], -20%, ., ., -19, ., .
- CC(C)n1nccc1S(=O)(=O)N[C@@H]1[C@@H](Cc2ccccc2)[C@H]2OCC[C@@H]12
→ 21%, 5%, -19%, 1%, 5, ?, ?
- Cn1cc(-c2cnc(Nc3ccc(N4CCOCC4)cc3)c3c2CCO3)cn1
→ 78%[activator][87.6 µM], -3%[87.6 µM], ?, 4µM*, -4, ?, ?
- CCCCC(=O)Nc1cccc(OCc2cc(=O)n3ccccc3n2)c1
→ 85%[activator], -19%, ., ., 12, ., .
- CC(C)N1CCN(Cc2ccccc2-c2ccco2)CC1CCO (centres undefined)
→ 17%, 5%, i, -7%, 0, -25%, -22%
- COc1ccc(CNC(=O)CC[C@]23CC[C@](C)(O)C[C@H]2C(C)(C)C[C@@H]3NC2CCOCC2)cc1
→ 14%, -8%, i, 12%, 0, -14%, ?
